West Nile antiviral = inhibition of WNV-induced cytopathic effect – cell-based, CPE readout (AID 1621) | CPE inhibition, % at 10 µM; hits with a dose series show IC50 in µM | 0.02% of 290,000 active | West Nile virus-infected cells, CPE inhibition; higher % means a stronger effect; in the data active = a potency from the dose series; note: strong numbers were not always called active
Myeloid diff MLP = promotes myeloid progenitor differentiation | ER-HoxA9 myeloid progenitors, lysozyme-GFP differentiation, flow cytometry | 1% of 360,000 active | calls only at 10 µM;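 active = normalized GFP-positive differentiation at or above the plate's own cutoff, the solvent-only control mean plus 3 SD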;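 note: cells exposed to compound for four days before flow analysis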
Hep lipid drop = hepatic lipid droplet formation modulation; AML12 mouse hepatocytes, oleate lipid droplets, BODIPY imaging; inhibition, % at 6.5 µM; 0.4% of 240,000 active; AID 1656;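 active = lipid droplet intensity inhibited by at least 50%, with more than 500 cells counted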
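Material – mouse AML12 hepatocyte cell line, fixed after treatment · Compound dosing – one dose, 6.5 µM compound · Times – compound with oleate, overnight · Measured by – Image-based BODIPY and DAPI two-channel analysis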
MT stabilize HCS = stabilizes microtubules in HeLa cells; HeLa tubulin immunostaining HCS, 24 h; share of cells brighter than vehicle mean+2SD; % tubulin-high responders, % at 10 µM; 0.83% of 200,000 active; AID 2205;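 active = plate Z-score above 3 for both tubulin-high and condensed-nucleus cell shares, with cell loss under 80%, at 10 µM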;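 note: anti alpha tubulin signal scored within the nucleus-defined area of each cell; some results filed as inactive read as strong as hits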
Autophagy mod = alters autophagy in cells; MEF GFP-LC3 puncta imaging; test concentration mostly 10 µM; calls only at 10 µM (by protocol); 0.98% of 190,000 active; AID 463193;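 active = percentage of spot-positive cells more than 3 SD above its plate mean, without a fluorescence outlier flag or 80% toxicity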;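 note: spot-positive cell cutoff set from DMSO-treated cells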
Insulin prom up = MIN6 insulin promoter up-regulation; MIN6 insulin promoter-GFP reporter, high-content imaging; active compounds read high; z-score at 5 µM; 0.3% of 190,000 active; AID 1625;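 active = z-score above 3 at 5 µM with at least 500 cells counted in the well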
T cell modulator = T cell immune modulation candidate; 2C CD8+ T cell-vesicle binding, flow cytometry; active compounds read low; calls only at 7 µM; 0.068% of 330,000 active; AID 2052;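 active = response, share of CD8 T cells binding vesicles, and their 90th percentile fluorescence all below set limits, cut at about 80% in these data, passing the limit was not always enough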
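Assay system – 2C mouse CD8+ T cells · Also added – QL9-loaded Drosophila micro-vesicles · Timing – Cell–vesicle co-incubation 1.5 h at 37 °C, staining 20 min on ice · Signal – flow cytometry of vesicle-bound cells · Measure – percent CD8+ FL2 mean versus row control · Controls – Peptide-free naked vesicles (low) and QL9 vesicles with 0.7% DMSO vehicle (high)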
b-catenin transl = beta-catenin nuclear translocation modulation. nuclear translocation activity, % at 5 µM. 0.3% of 190,000 active. HeLa beta-catenin nuclear translocation, immunofluorescence imaging;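 active = nuclear translocation activity above 50% at 5 µM, with a well cell count of 50 or more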;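 note: per-cell ratio of nuclear to cytoplasmic median beta-catenin stain intensity; plate controls were DMSO negative control for no effect and GSK-3 inhibitor IX positive control for full effect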
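Test system: human HeLa cells, native beta-catenin. Compound dosing: 5 µM primary single dose, 0.1% DMSO, 0.02–20 µM confirmation series. Incubation: compound exposure 24 h at 37°C. Detection: beta-catenin immunostaining with DAPI counterstain, 20x imaging, 6 fields/well. Read-out basis: Nuclear/cytoplasmic beta-catenin signal ratio, % activation.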
WT yeast gro inh = growth inhibition of WT yeast, mitochondrial fusion screen. 2.1% of 190,000 active. AID 1362. inhibition, % at 10 µM. mitochondrial fusion phenotypic screen, WT strain; in the data active = inhibition above about 58%; tested in S. cerevisiae
WT yeast gro inh mutant strain = further read-out of WT yeast gro inh, marked with its call; inhibition, %; mitochondrial fusion phenotypic screen, mutant strain inhibition
Insulin prom up cell count = second read-out of Insulin prom up, no call of its own (marks repeat the call); cell count; measured here: cytotoxicity, nuclei count;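 total cells summed across four imaged fields per well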
Hep lipid drop cells 6.5 µM = recorded beside Hep lipid drop, whose call it bears; cell count; measured here: cell count, cytotoxicity flag;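 cells counted across two imaged fields per well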
b-catenin transl cell count 5 µM = further read-out of b-catenin transl, marked with its call; cell count; measured here: cell count, cytotoxicity flag
T cell modulator vesicle-bound % = recorded beside T cell modulator, whose call it bears; double positive events, %; measured here: CD8+ vesicle-bound cell fraction;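 binding gate set so that unloaded-vesicle control wells show 10% double positive cells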
MT stabilize HCS Hoechst-high % = recorded beside MT stabilize HCS, whose call it bears; % Hoechst-high responders; measured here: nuclear condensation Hoechst responders;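 share of cells brighter than vehicle mean plus two SD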
MT stabilize HCS cytotoxicity % = also measured in MT stabilize HCS; calls as there; toxicity, %; measured here: cytotoxicity by cell density;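 0% = mean cell density of plate MIN control wells and 100% = no cells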
Autophagy mod cell loss 18 h = recorded beside Autophagy mod, whose call it bears; toxicity, %; measured here: cell loss, nuclei count;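 cell loss after 18 h compound exposure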
Myeloid diff MLP GFP+ MAC1+ % = also measured in Myeloid diff MLP; calls as there; GFP+ MAC1+ double positive, %; measured here: differentiation confirmed by MAC1 staining
Active calls of the source: *; i = inactive; . = no result given; + = active, no number.

SMILES	West Nile antiviral	Myeloid diff MLP	Myeloid diff MLP GFP+ MAC1+ %	Hep lipid drop	Hep lipid drop cells 6.5 µM	MT stabilize HCS	MT stabilize HCS Hoechst-high %	MT stabilize HCS cytotoxicity %	Autophagy mod	Autophagy mod cell loss 18 h	Insulin prom up	Insulin prom up cell count	T cell modulator	T cell modulator vesicle-bound %	b-catenin transl	b-catenin transl cell count 5 µM	WT yeast gro inh	WT yeast gro inh mutant strain
C(=N\N1CCN(c2ccccc2)CC1)/c1ccccc1	1.1%	i	0.1	-5.8	638	3.8	3.4	4.7	i	-1.7	-0.44	1537	i	18.3	-1.9	1070	-10.2	-0.5
c1cncc(CNc2c3c(nc4nnnn24)CCCC3)c1	-0.3%	i	0.5	.	.	2.5	1.3	0.9	i	-61.8	.	.	i	44.6	-9.3	1006	-0.6	-4.5
CCN(CC)S(=O)(=O)c1cc(NC(=O)Cn2cnc3ccccc3c2=O)ccc1C	0.7%	i	0.9	-14.3	762	2.8	1.6	5.3	i	-0.3	-1.46	1074	i	26.5	0.2	1140	2.7	10.9
Clc1ccccc1CN1CCN(/N=C/c2ccncc2)CC1	-2.2%	i	0.0	1.7	748	2.7	1.0	3.5	i	-18.3	1.05	1434	i	64.7	3.2	960	40.6	56.0
CC(=O)Nc1c(C)nn(C(C)=O)c1C	0.5%	i	0.2	22.9	782	2.0	2.8	12.4	i	-1.4	0.68	1300	i	33.6	-1.2	607	-15.7	-11.2
CN(C)c1ccccc1C(=O)N1CCC(n2nccc2NC(=O)C2CC2)CC1	0.1%	i	1.6	-6.8	720	.	.	.	.	.	.	.	i	28.1	.	.	.	.
COc1ccc(CCN2C(=O)C3C4CC(C5C(C(=O)NN)=NOC45)C3C2=O)cc1OC (stereo not drawn)	0.0%	i	0.5	-10.1	764	1.4	1.8	4.1	i	-5.5	0.08	1036	i	40.5	.	.	7.5	18.3
COCC(=O)NC1(c2nnnn2CCOC(=O)Nc2ccc(Cl)cc2)CCCCC1	-0.2%	i	0.1	19.2	781	1.8	0.9	2.1	i	3.3	.	.	i	54.3	4.4	468	7.8	1.0
Cc1ccccc1-n1cc(CNC(=O)CC2C(=O)NCCN2C/C=C/c2ccccc2)cn1 (stereo not drawn)	-0.2%	i	0.7	6.4	712	3.6	1.6	3.2	i	30.2	-0.28	1300	i	27.5	1.7	955	-0.9	5.6
Cc1nn(C)c(C)c1S(=O)(=O)N(CC(=O)NCCCN1CCC(C)CC1)c1ccc(C(C)C)cc1	0.0%	i	0.4	-11.5	757	.	.	.	.	.	.	.	i	33.5	.	.	.	.
CC(C)Cn1c(SCC(=O)N2CCCCC2)nc2ccccc2c1=O	1.0%	i	1.1	-29.7	695	4.4	1.1	2.9	i	-0.7	-0.2	1093	i	13.0	-1.7	1260	-0.9	0.0
CC(NC(=O)Cn1cc(C(=O)C2CC2)c2ccccc21)c1ccccc1 (stereo not drawn)	0.3%	i	1.6	.	.	1.8	2.4	9.0	i	-1.4	0.61	1555	i	53.2	3.7	1399	-18.3	-3.6

Continued, starting with the last 2 of the part before.
SMILES	West Nile antiviral	Myeloid diff MLP	Myeloid diff MLP GFP+ MAC1+ %	Hep lipid drop	Hep lipid drop cells 6.5 µM	MT stabilize HCS	MT stabilize HCS Hoechst-high %	MT stabilize HCS cytotoxicity %	Autophagy mod	Autophagy mod cell loss 18 h	Insulin prom up	Insulin prom up cell count	T cell modulator	T cell modulator vesicle-bound %	b-catenin transl	b-catenin transl cell count 5 µM	WT yeast gro inh	WT yeast gro inh mutant strain
CC(C)Cn1c(SCC(=O)N2CCCCC2)nc2ccccc2c1=O	1.0%	i	1.1	-29.7	695	4.4	1.1	2.9	i	-0.7	-0.2	1093	i	13.0	-1.7	1260	-0.9	0.0
CC(NC(=O)Cn1cc(C(=O)C2CC2)c2ccccc21)c1ccccc1 (stereo not drawn)	0.3%	i	1.6	.	.	1.8	2.4	9.0	i	-1.4	0.61	1555	i	53.2	3.7	1399	-18.3	-3.6
Cc1oc(-c2ccc(Cl)cc2)cc1-c1nn2c(-c3ccoc3C)nnc2s1	0.1%	i	7.6	4.1	691	3.3	1.7	3.4	i	-0.4	0.3	976	i	28.5	.	.	1.6	3.2
CCN(Cc1ccccc1)C(=O)c1cccc(OC2CCN(C(=O)C3CC3)CC2)c1	-0.3%	i	1.8	-40.9	675	.	.	.	.	.	.	.	i	29.2	.	.	.	.
Cc1ccc(C(=O)Nc2c(C)cc(-c3ccccc3)oc2=O)cc1	-0.8%	i	0.0	-12.7	663	4.2	1.9	5.9	i	13.6	-0.53	1505	i	36.4	-1.4	1126	-0.6	12.0
COc1ccc(/C=N/NC(=O)c2cccc(NC(C)=O)c2)c(C(=O)O)c1OC	0.1%	i	0.2	8.5	736	1.7	2.1	4.2	i	-7.4	0	1324	i	49.6	-0.7	1114	-3.7	13.7
Cc1ccc(NS(=O)(=O)c2ccc(-c3coc(C)n3)cc2)c(C)c1	-0.4%	i	3.3	-0.2	777	.	.	.	.	.	.	.	i	13.7	.	.	.	.
CC(NC(=O)COC(=O)c1ccc(Cl)cc1O)c1ccc(F)cc1 (stereo not drawn)	0.3%	+	6.2*	-24.5	631	1.7	1.4	5.3	i	-3.7	-0.23	1071	i	56.3	-1.3	1008	5.6	-6.3

9 structures out of the list, arranged by length of the SMILES, falling:
SMILES	West Nile antiviral	Myeloid diff MLP	Myeloid diff MLP GFP+ MAC1+ %	Hep lipid drop	Hep lipid drop cells 6.5 µM	MT stabilize HCS	MT stabilize HCS Hoechst-high %	MT stabilize HCS cytotoxicity %	Autophagy mod	Autophagy mod cell loss 18 h	Insulin prom up	Insulin prom up cell count	T cell modulator	T cell modulator vesicle-bound %	b-catenin transl	b-catenin transl cell count 5 µM	WT yeast gro inh	WT yeast gro inh mutant strain
COc1ccc(CCN2C(=O)C3C4CC(C5C(C(=O)NN)=NOC45)C3C2=O)cc1OC (stereo not drawn)	0.0%	i	0.5	-10.1	764	1.4	1.8	4.1	i	-5.5	0.08	1036	i	40.5	.	.	7.5	18.3
Cc1ccccc1-n1cc(CNC(=O)CC2C(=O)NCCN2C/C=C/c2ccccc2)cn1 (stereo not drawn)	-0.2%	i	0.7	6.4	712	3.6	1.6	3.2	i	30.2	-0.28	1300	i	27.5	1.7	955	-0.9	5.6
CCN(CC)S(=O)(=O)c1cc(NC(=O)Cn2cnc3ccccc3c2=O)ccc1C	0.7%	i	0.9	-14.3	762	2.8	1.6	5.3	i	-0.3	-1.46	1074	i	26.5	0.2	1140	2.7	10.9
Cc1oc(-c2ccc(Cl)cc2)cc1-c1nn2c(-c3ccoc3C)nnc2s1	0.1%	i	7.6	4.1	691	3.3	1.7	3.4	i	-0.4	0.3	976	i	28.5	.	.	1.6	3.2
CN(C)c1ccccc1C(=O)N1CCC(n2nccc2NC(=O)C2CC2)CC1	0.1%	i	1.6	-6.8	720	.	.	.	.	.	.	.	i	28.1	.	.	.	.
Cc1ccc(NS(=O)(=O)c2ccc(-c3coc(C)n3)cc2)c(C)c1	-0.4%	i	3.3	-0.2	777	.	.	.	.	.	.	.	i	13.7	.	.	.	.
CC(NC(=O)Cn1cc(C(=O)C2CC2)c2ccccc21)c1ccccc1 (stereo not drawn)	0.3%	i	1.6	.	.	1.8	2.4	9.0	i	-1.4	0.61	1555	i	53.2	3.7	1399	-18.3	-3.6
CC(NC(=O)COC(=O)c1ccc(Cl)cc1O)c1ccc(F)cc1 (stereo not drawn)	0.3%	+	6.2*	-24.5	631	1.7	1.4	5.3	i	-3.7	-0.23	1071	i	56.3	-1.3	1008	5.6	-6.3
c1cncc(CNc2c3c(nc4nnnn24)CCCC3)c1	-0.3%	i	0.5	.	.	2.5	1.3	0.9	i	-61.8	.	.	i	44.6	-9.3	1006	-0.6	-4.5

Screening results as filed in PubChem.
